PI4K2A inh – PI4K2A (human) kinase inhibition; activity change, negative = inhibition, % at 76.9 µM; purified PI4K2A, ADP-Glo luminescence, 1 h; hits give low values; hit rate 0.13% among 420,000; AID 1346378; Q9BTU6; in the data active means activity change below about -50%; inconclusive means mostly about -30% to -49%;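 further: -100% = wells without enzyme as full effect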
Target sequence (Q9BTU6 whole entry, looked up): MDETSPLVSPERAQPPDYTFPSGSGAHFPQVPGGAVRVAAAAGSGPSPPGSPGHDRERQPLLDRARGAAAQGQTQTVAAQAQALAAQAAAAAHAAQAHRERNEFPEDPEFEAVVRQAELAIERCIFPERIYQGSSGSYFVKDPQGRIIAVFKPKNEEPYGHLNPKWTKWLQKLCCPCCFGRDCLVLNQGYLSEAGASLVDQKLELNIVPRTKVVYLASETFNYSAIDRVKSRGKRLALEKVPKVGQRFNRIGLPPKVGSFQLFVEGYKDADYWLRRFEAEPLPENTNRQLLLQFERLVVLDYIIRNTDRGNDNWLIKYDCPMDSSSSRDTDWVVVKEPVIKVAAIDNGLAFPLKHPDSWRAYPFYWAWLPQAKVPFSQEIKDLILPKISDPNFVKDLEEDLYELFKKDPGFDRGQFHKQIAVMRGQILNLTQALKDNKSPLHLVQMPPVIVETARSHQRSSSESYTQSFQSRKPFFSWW
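Compounds are screened against recombinant PI4K2A using PI as substrate and ATP, the latter dispensed at 300 microM. Reactions run one hour at ambient temperature before ADP-Glo detection; full inhibition defined by wells lacking enzyme.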
USP1 inh – inhibitors of human USP1/UAF1 deubiquitinase; O94782; Potency, µM (doses to about 57.1 µM), inactives show top-dose activity change, negative = inhibition, usual class: inhibitors; hit rate 0.23% among 390,000; recombinant USP1/UAF1, Ub-Rhodamine cleavage fluorescence; AID 743255; further: potency means the concentration at half of the fitted maximal effect; on the % scale 0 is the no-effect control and ±100 the full control effect; nearly all actives have a fitted effect of over 60% in size; inactives centre near -12
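1 nM enzyme complex + cpd, 15 min RT; start with Ub-Rho 150nM final; kinetic fluorescence ex 480/em 540, 6 reads q60 s. Buffer 50mM HEPES pH 7.8, 0.5mM EDTA, 0.1 mg/ml BSA, 1mM TCEP, 0.01% Tween-20.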
D2 antagonist – D2 dopamine receptor (human) antagonism | P14416 | HEK293 TREx D2 cells, calcium flux, dopamine EC80 | inhibition, % at 10 µM | hit rate 2% among 340,000 | AID 485344; in the data active means inhibition above about 30%; further: 0% is about no effect
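HEK293 T-REx D2 cells, tet-induced, calcium dye no-wash. Cpd pintool add, 180 s kinetic, then EC80 DA, 180 s kinetic. Ca flux read.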
D2 agonist – D2 dopamine receptor (human) agonism; P14416; HEK293 T-REx D2 cells, calcium flux agonist mode; activation, % at 2 µM; hit rate 0.53% among 340,000;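 active means activation over 3 SD above normal in the single-dose calcium agonist read, cut at about 30% in these data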; further: 0% is about no effect
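Tetracycline-induced HEK293 Trex cells with D2 receptor force-coupled to calcium signaling, plated overnight at 30 C and loaded with no-wash calcium dye. Calcium flux read kinetically for 180 s after compound addition; responses flag agonists.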
TRHR agonist – TRH receptor (human) agonism. P34981. TRHR cells, calcium flux fluo-8, FDSS agonist mode. activation, % at 2 µM. hit rate 0.18% among 360,000. AID 493084; in the data active means activation above about 30%; further: 0% is about no effect
Target sequence (P34981 whole entry, looked up): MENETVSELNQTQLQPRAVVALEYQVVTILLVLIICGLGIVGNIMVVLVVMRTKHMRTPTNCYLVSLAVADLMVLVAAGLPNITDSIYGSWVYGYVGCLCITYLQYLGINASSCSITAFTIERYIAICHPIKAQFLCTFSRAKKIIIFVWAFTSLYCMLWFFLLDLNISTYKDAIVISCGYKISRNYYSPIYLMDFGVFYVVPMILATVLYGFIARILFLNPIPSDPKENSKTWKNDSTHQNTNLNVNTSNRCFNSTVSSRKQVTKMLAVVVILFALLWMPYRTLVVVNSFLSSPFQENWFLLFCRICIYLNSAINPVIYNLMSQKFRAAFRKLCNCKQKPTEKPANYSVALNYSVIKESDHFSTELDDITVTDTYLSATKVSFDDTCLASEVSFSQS
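In this calcium-flux screen, cells bearing human TRHR are dye-loaded with fluo-8, baselined for 10 cycles, then exposed to library compounds; positive kinetic calcium responses during the agonist phase mark hits, with TRH as control.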
TrxR1 inh – rat TrxR1 inhibition; AID 588453; recombinant rTrxR1, NADPH fluorescence consumption, selenite substrate; Potency, µM (series often up to 114 µM), for inactives: at the top dose activity change, negative = inhibition, actives largely listed as inhibitors; hit rate 1% among 390,000; O89049; further: potency means the concentration at half of the fitted maximal effect; on the % scale 0 is the no-effect control and ±100 the full control effect; nearly all actives have a fitted effect of over 65% in size
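Rat TrxR1 (90 nM in the dispensed reagent) was pre-reduced with 400 uM NADPH for 5 min at room temperature, then incubated with compound for 15 min. After 400 uM selenite was added, NADPH fluorescence (Ex 340/Em 450 nm) was followed for 8 min.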
TrxR1 substrate – rat thioredoxin reductase 1 substrate activity | purified TrxR1 substrate turnover, NADPH consumption readout | hit rate 0.01% among 390,000 | Potency, µM (top dose mostly 114 µM), without a hit: at the top dose activity change, negative = substrate turnover; further: potency means the concentration at half of the fitted maximal effect; on the % scale 0 is the no-effect control and ±100 the full control effect; nearly all actives have a fitted effect of over 50% in size
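Rat TrxR1, dispensed at 90 nM, was prereduced with 400 uM NADPH (final) for 5 min at ~22 deg C, then incubated with compound 15 min before 400 uM selenite. A first-read NADPH fluorescence drop versus no-compound background flagged substrates.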
TRHR PAM – TRH receptor (human) allosteric enhancement; P34981; TRHR cells, fluo-8 calcium fluorescence, EC20 TRH enhancement; enhancement, % at 2 µM; hit rate 0.66% among 360,000; AID 493056; in the data active means enhancement above about 30%; further: 0% is about no effect
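Enhancer read-out: after compound pinning and an initial kinetic agonist-mode read, an EC20 of TRH (10 nM final) was injected and fluo-8 calcium signal (Ex 480/Em 530) followed at 1 s/cycle for 100 cycles in TRHR-expressing cells.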
IDH1 R132H inh – blocks human mutant IDH1 R132H enzyme | O75874 | IDH1-R132H enzyme, NADPH consumption, diaphorase/resazurin fluorescence | Potency, µM (highest dose often 76.6 µM), for inactives: at the highest dose activity change, negative = inhibition, actives largely listed as inhibitors | hit rate 0.093% among 390,000; further: potency means the concentration at half of the fitted maximal effect; on the % scale 0 is the no-effect control and ±100 the full control effect; nearly all actives have a fitted effect of over 65% in size
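IDH1-R132H (0.5 ug/mL dispensed) in pH 7.5 Tris buffer was preincubated 30 min with compound, then given a substrate mix of 0.016 mM NADPH and 2 mM alpha-KG for 80 min at room temperature; remaining NADPH was read by diaphorase/resazurin fluorescence.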
* = called active by the depositor; ? = inconclusive; nt = no result given; [ ] = remark or other dose. Unless noted, the call rests on the fitted dose curve; in most records, active means well fitted inhibition curve with a large enough effect; inconclusive means small, poorly fitted or top-dose-only effect; inactive means no such curve, though single readings can be large or run the other way.

structure | IDH1 R132H inh | TRHR agonist | TrxR1 inh | TRHR PAM | D2 antagonist | USP1 inh | TrxR1 substrate | D2 agonist | PI4K2A inh
C/C(=N/NC(=O)c1cccs1)c1ccco1 | 3.3% | -0.4 | -11.8% | -1.6 | -12.9 | -12.0% | -11.5% | 0.8 | -4.5
Cn1c(=O)cc(OCC(=O)Nc2ccccn2)c2ccccc21 | 14.3% | -1.6 | -13.9% | -9.4 | 0.9 | -6.9% | -9.9% | 0.4 | 5.5
Cc1ccc(C(=O)/C=C/c2cn(CN3CCN(C)CC3)c3ccccc23)cc1 | 16.2% | 7.9 | 5.6% | -1.3 | 11.5 | -24.7% | -4.2% | -0.1 | -0.3
CC1(C)COC(/C=C/c2cccc([N+](=O)[O-])c2)=N1 | -1.7% | -0.4 | ? | -0.2 | -35.0 | -1.0% | 9.3%[57.1 µM] | -0.7 | 4.3
N#Cc1c(-c2cccnc2)cc(-c2ccccc2)nc1N | -4.0% | -0.2 | 117.3%[activator] | 0.1 | -0.7 | 5.0% | 283.4%[activator] | -0.1 | 1.4
OC(CN1CCN(Cc2ccccc2)CC1)c1ccc(F)cc1 (configuration not stated) | 4.2% | -0.5 | 10.7% | -4.7 | nt | -14.2% | -22.3%[57.1 µM] | nt | -3.8
COc1ccc(C(=O)Nc2cccc(-c3nc4ncccc4o3)c2C)cc1OC | -0.8% | 0.3 | 4.2% | -3.7 | -5.7 | 1.7% | 4.4% | -0.2 | 0.9
C/C(=N\NC(=O)c1ccc(Cl)cc1)c1ccccn1 | -17.3% | 0.1 | -8.1% | 21.1 | -7.8 | -6.6% | -10.2% | 0.4 | -3.2
COc1cc(/C=C2/NC(=O)N(c3cccc(Cl)c3)C2=O)ccc1O | 12.2% | -0.4 | -4.8% | -1.3 | -0.6 | -6.1% | -5.4% | 0.1 | -0.3
O=C(/C=C/c1ccccc1Cl)N1CCOCC1 | -6.8% | -0.1 | 15.4% | 3.8 | 0.9 | -22.4% | 0.1% | -0.8 | 7.5
CCOc1ccccc1C1C(C#N)=C(N)Oc2cc(C)n(Cc3ccccn3)c(=O)c21 (configuration not stated) | 2.1% | 0.1 | ? | 2.0 | -16.9 | -16.7% | 4.6%[57.1 µM] | 0.6 | -6.3
COc1cc(OC)c(N(C)S(=O)(=O)c2cccc(C(=O)OCC(=O)NCc3ccco3)c2)cc1Cl | -4.4% | -0.2 | 20.3%[57.1 µM] | -3.2 | -3.1 | -2.3% | 5.7%[57.1 µM] | -0.3 | 2.3
CCc1n[nH]c(=S)n1/N=C/c1cc(OC)cc([N+](=O)[O-])c1O | 16.7% | 1.2 | -6.7%[57.1 µM] | 1.1 | 8.0 | 1.8% | -9.6% | -0.3 | -17.0
Cc1ccccc1NC(=O)c1c2c(nc3ccccc13)C(=O)N(C1CCCCC1)C2 | -8.8% | 0.0 | 9.7%[57.1 µM] | -0.6 | nt | -8.1% | -0.3%[57.1 µM] | -0.5 | -2.5
COC(=O)c1ccc(N2CCN(CCNC(=O)Nc3ccc(OC)cc3)CC2)cc1 | 1.5% | 0.5 | 10.8% | 0.4 | 2.4 | -19.9% | 3.7% | -1.1 | -2.4
O=C(Cn1nnc(-c2ccc3c(c2)OCO3)n1)NCc1ccccc1 | 7.8% | 2.5 | 11.7%[57.1 µM] | 5.0 | -3.8 | -9.6% | 6.4%[57.1 µM] | 1.0 | -2.2
Cc1ccnc(NC(=O)Nc2cccc(F)c2)c1 | -2.6% | -0.4 | -9.3% | -3.7 | -6.1 | -4.9% | -8.7% | -0.2 | -4.4
COc1cccc(-c2cc(C(F)(F)F)c3c(N)c(C#N)sc3n2)c1 | nt | 4.7 | nt | 16.5 | 12.1 | nt | nt | 1.7 | nt
COc1ccc(N2C(=O)CC(c3ccccc3)CC2=O)cc1 | -1.7% | -0.2 | 9.3%[57.1 µM] | -9.6 | 15.0 | -2.7% | 4.3%[57.1 µM] | -0.8 | 4.7
Cc1ccc(-c2csc(N3CCN(c4cc5c(cc4Cl)nc(C)n5CCN4CCCCC4)CC3)n2)cc1 | -2.4% | -0.3 | 0.1% | 1.7 | 23.8 | -15.5% | -8.6% | -0.3 | -5.5
Cc1ccc(NC(=O)COc2ccc(N(C)C(=O)C(C)(C)C)cc2)cc1S(=O)(=O)N1CCCCC1 | -4.8% | nt | 5.0% | nt | nt | -9.4% | -3.0% | nt | -3.9
COc1cc(OC)c(OC)cc1CN1CCc2nc(Nc3ccc4c(c3)OCCO4)ncc2C1 | -6.3% | 0.0 | 2.3%[57.1 µM] | 7.9 | nt | 10.5% | -0.4%[57.1 µM] | nt | -4.5
O=C(OCC(=O)N1CCOCC1)c1cc(-c2ccccc2)nc2ccccc12 | 3.3% | nt | 8.4%[2.29 µM] | nt | nt | -4.8% | 4.4%[2.29 µM] | nt | -9.2
Cc1onc(-c2c(F)cccc2Cl)c1C(=O)N1C=CC(C(F)(F)Cl)=NCC1 | -1.9% | -0.8 | 9.8% | -6.6 | -2.5 | -13.5% | -2.3% | -0.6 | -0.6
O=C(NCCCN1CCCC1=O)c1cc2ccccc2o1 | -4.2% | 0.8 | 22.4% | 12.6 | -6.3 | -1.8% | 1.6% | -0.2 | 0.9
O=C(Nc1cccc(-c2cnc3ccccc3n2)c1)c1ccco1 | 2.1% | -0.4 | -7.6% | 4.5 | 0.8 | -16.7% | -9.1% | -2.2 | 8.5
COc1ccc(C)cc1NC(=O)COC(=O)C1CC1 | 0.3% | 0.1 | -0.7%[57.1 µM] | 18.5 | 27.3 | -21.5% | 4.9%[57.1 µM] | 1.1 | -2.0
CC(=O)Nc1ccc(S(=O)(=O)NC(C)c2ccccc2)cc1 (configuration not stated) | 19.0% | -0.2 | 8.3%[57.1 µM] | -10.0 | -11.0 | -16.5% | 2.5%[57.1 µM] | 0.2 | 1.8
COCCn1c(SCC(=O)Nc2nnc(C)s2)nnc1-c1ccncc1 | -0.2% | 0.1 | 17.7% | 1.5 | 15.5 | -10.0% | 2.6% | 0.6 | 2.6
O=C(Nc1ccc(N2CCOCC2)cc1)C1CCCN(S(=O)(=O)c2cccc(C(F)(F)F)c2)C1 (configuration not stated) | 1.7% | 0.0 | -0.7% | -4.3 | -8.4 | -1.0% | -9.0% | -1.3 | 9.2
COc1ccc(/C=C2\SC(N)=NC2=O)cc1 | -4.3% | 0.1 | -5.5%[57.1 µM] | 3.8 | 4.8 | -0.7% | -0.2%[57.1 µM] | 0.4 | 3.4
Cc1ccc(NC(=O)COc2ccc(S(=O)(=O)N3CCOCC3)cc2)cc1 | 5.9% | -0.3 | 9.1% | -4.1 | 3.6 | -2.5% | 0.2% | -0.8 | -1.1
CSc1nc(-c2ccco2)cc(C(F)(F)F)c1C#N | 1.7% | 0.9 | -5.6%[57.1 µM] | 0.2 | -9.6 | -5.4% | 21.1%[57.1 µM] | 2.2 | -2.2
COc1cc2cc(C)c3nnc(SCC(N)=O)n3c2cc1OC | nt | -0.2 | nt | 4.7 | -2.4 | nt | nt | 0.4 | nt
COc1ccc(S(=O)(=O)N2CCCOC2CNC(=O)C(=O)NC2CCCC2)cc1 (configuration not stated) | 14.3% | -0.3 | 0.3% | 3.7 | 0.8 | -6.8% | -4.3% | -1.0 | -4.1
O/N=C1\CCCc2oc3c(c21)CCCC3 | 0.9% | -0.1 | -15.3% | 2.0 | 2.2 | -4.6% | -0.1% | -2.4 | 0.7
Cc1nc2c(C(=O)NCCc3ccc(Cl)cc3)cnn2c(C)c1Cc1ccc(F)cc1 | -21.6% | 1.4 | 24.5%[57.1 µM] | -2.0 | nt | -8.8% | 12.0%[57.1 µM] | 0.3 | -2.7
O=C(CCl)NNc1nc(-c2ccccc2)c2cc(Cl)ccc2n1 | 8.2% | -1.5 | ? | 32.4* | -5.1 | -26.7% | 5.5% | 0.4 | 3.0
Cc1ccccc1SCC(=O)OCC(=O)N1CC(=O)Nc2ccccc21 | 13.4% | nt | 21.1% | nt | nt | -25.2% | 7.8% | nt | -2.7
CCOC(=O)c1c2n(c3ccc(O)cc13)CCCCC2 | -0.9% | 0.7 | 7.7% | 11.7 | -12.9 | -0.5% | 3.5%[57.1 µM] | 0.5 | 3.5

The list goes on, overlapping the part above by 3 compounds.
structure | IDH1 R132H inh | TRHR agonist | TrxR1 inh | TRHR PAM | D2 antagonist | USP1 inh | TrxR1 substrate | D2 agonist | PI4K2A inh
O=C(CCl)NNc1nc(-c2ccccc2)c2cc(Cl)ccc2n1 | 8.2% | -1.5 | ? | 32.4* | -5.1 | -26.7% | 5.5% | 0.4 | 3.0
Cc1ccccc1SCC(=O)OCC(=O)N1CC(=O)Nc2ccccc21 | 13.4% | nt | 21.1% | nt | nt | -25.2% | 7.8% | nt | -2.7
CCOC(=O)c1c2n(c3ccc(O)cc13)CCCCC2 | -0.9% | 0.7 | 7.7% | 11.7 | -12.9 | -0.5% | 3.5%[57.1 µM] | 0.5 | 3.5
COc1cccc(CNS(=O)(=O)c2ccc3c(c2)oc(=O)n3C)c1 | 8.3% | 1.3 | 26.3% | -0.3 | nt | -7.7% | 6.3% | nt | 0.4
C=C(C)CNC(=O)c1ccc2nc(Cc3ccc(OC)cc3)oc2c1 | 5.5% | -0.3 | 8.4%[57.1 µM] | -4.9 | -2.1 | -19.1% | -3.2%[57.1 µM] | -1.4 | -18.9
Cc1cc(NC(=O)CSc2ccc3nnc(CCNC(=O)c4ccccc4)n3n2)no1 | 7.0% | 0.2 | 9.1% | 11.3 | -0.3 | -9.1% | 17.0% | 0.3 | 0.7
Cc1cccc(C(=O)NCCc2ccccc2)c1 | -2.6% | -0.7 | 5.0%[57.1 µM] | -3.5 | -26.3 | -19.8% | 1.9%[57.1 µM] | -0.1 | -5.7
CC(=O)Oc1ccc(C(=O)Nc2cccc(C(=O)c3cccc(NC(=O)c4ccc(OC(C)=O)cc4)c3)c2)cc1 | -3.4% | 0.6 | 3.8% | -6.5 | nt | ? | -13.0% | nt | ?

Source: PubChem
